RAM network inh = inhibitors of the yeast RAM network. 1.8% of 190,000 active. S. cerevisiae dse1pr::URA3 reporter, 5-FOA growth OD615, 2 d; analog-sensitive cbk1-as2 kinase mutant strain. inhibition, % at 50 µM. AID 868;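 active means inhibition above a set limit, 3 SD over mean compound inhibition, cut at about 8.4% in these data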;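 further: 0% = DMSO-only wells with no growth and 100% = 10 µM 1-NA-PP1 full growth; inhibition rescues growth on 5-FOA so higher OD means more RAM inhibition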
bIAP inhibitor = blocks bovine intestinal alkaline phosphatase activity. 190,000 tested, under 10 active. AID 1019. purified bovine IAP, CDP-star luminescence, 30 min. inhibition, % at 20 µM;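 active means over 50% inhibition of intestinal alkaline phosphatase at 20 µM in the single-dose screen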
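test system = bovine IAP enzyme | medium = DEA buffer 100 mM, pH 9.8, with MgCl2 1.0 mM, ZnCl2 0.02 mM | detection = luminescence | dosing = single compound dose of 20 µM, 2% DMSO final | incubation = 30 min reaction at room temperature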
PPARg SRC-2 ag = promotes SRC-2 coactivator recruitment by human PPARgamma; activation, % at 8 µM; 0.34% of 200,000 active; AID 1032; PPARgamma LBD-SRC-2 recruitment, biochemical; in the data active means activation above about 22%;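 further: 0% = vehicle and 100% = reference agonist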
Target sequence (P37231 whole entry, looked up, the tested form may be a part): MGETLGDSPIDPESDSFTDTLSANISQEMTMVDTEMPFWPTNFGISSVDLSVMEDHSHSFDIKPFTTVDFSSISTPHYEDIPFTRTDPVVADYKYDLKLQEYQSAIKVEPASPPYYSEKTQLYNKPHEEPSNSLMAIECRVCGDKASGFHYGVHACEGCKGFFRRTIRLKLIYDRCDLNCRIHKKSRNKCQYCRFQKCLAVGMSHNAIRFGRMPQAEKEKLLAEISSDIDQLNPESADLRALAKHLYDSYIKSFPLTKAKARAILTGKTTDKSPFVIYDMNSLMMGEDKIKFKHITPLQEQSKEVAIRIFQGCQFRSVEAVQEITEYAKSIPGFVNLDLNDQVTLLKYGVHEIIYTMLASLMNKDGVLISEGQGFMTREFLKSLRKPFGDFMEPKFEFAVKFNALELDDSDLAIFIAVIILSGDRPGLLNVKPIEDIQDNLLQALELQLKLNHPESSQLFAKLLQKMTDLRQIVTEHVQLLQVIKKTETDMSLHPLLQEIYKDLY
ROMK mod = human ROMK K+ channel modulation, primary screen | Tet-inducible ROMK, thallium flux fluorescence; actives lie on both sides | AID 1918 | B-score at 10 µM | 2% of 130,000 active | P48048;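 active means signal ratio slope over the read window, or its plate-corrected B-score, at least 3 SD from the plate mean, either direction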;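 further: B-score of the F/F0 ratio slope over 7 to 12 s after thallium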
SRC2 TRFRET art = TR-FRET artefact, counter-screen to PPARgamma/SRC-2 agonist assay | active compounds read high | TR-FRET ratio at 8 µM | AID 1049 | 0.4% of 200,000 active; in the data active means TR-FRET ratio above about 2000; further: inactives centre near 1500
PPARg SRC3 recr = PPARgamma-driven SRC-3 recruitment agonism. P37231. biochemical PPARgamma/SRC-3 coactivator recruitment assay. activation, % at 8 µM. 0.26% of 200,000 active. AID 731; in the data active means activation above about 23%;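 further: 0% = DMSO and 100% = reference agonist; some compounds past the cut are filed as inactive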
Efa HMGR inh = inhibitors of class II HMG-CoA reductase from Enterococcus faecalis | 0.41% of 190,000 active | inhibition, % at 10 µM | purified E. faecalis HMGR, NADPH absorbance 340 nm kinetic;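 active means inhibition above a set limit, the median over all tested compounds plus 3 SD, cut at about 9.5% in these data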;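 further: enzyme runs in reverse so mevalonate oxidation gives rising NADPH absorbance; 0% = complete reaction with DMSO and 100% = background rate lacking mevalonate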
DTT redox prof = compounds producing H2O2 with reducing agent – biochemical, NIH compound library profiling, artefact control for MLSCN library redox annotation, primary screen; DTT-dependent redox cycling H2O2, phenol red/HRP absorbance; 100% = 100 µM peroxide control, 0% = buffer; activation, % at 10 µM; 0.03% of 200,000 active; AID 878;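 active means activation of at least 50% relative to the plate's high and low controls in the primary single-dose screen; inactive means activation below 50%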;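 further: compound incubated with DTT at 0.8 mM final as the reducing agent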
L major viab = reduces viability of Leishmania major promastigotes. resazurin fluorescence viability. inhibition, % at 10 µM. 9% of 200,000 active. AID 1063; in the data active means inhibition above about 50%;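 further: promastigotes grown with compound for 44 hours at 28 °C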
S1P3 antagonist = blocks the human S1P3 receptor. inhibition, % at 4.98 µM. AID 485. 0.27% of 170,000 active. CHO S1P3 NFAT-BLA reporter, FRET fluorescence, antagonist mode;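 active means inhibition above the plate cutoff, the mean inhibition of test wells on that plate plus 3 SD, cut at about 28% in these data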;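 further: cells challenged with S1P at its EC80 of 0.8 µM; blue over green emission ratio from cleaved BLA substrate after 4 h stimulation; 0% = S1P-stimulated wells and 100% = unstimulated DMSO-only wells; some compounds past the cut are filed as inactive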
Target sequence (Q99500 whole entry, looked up): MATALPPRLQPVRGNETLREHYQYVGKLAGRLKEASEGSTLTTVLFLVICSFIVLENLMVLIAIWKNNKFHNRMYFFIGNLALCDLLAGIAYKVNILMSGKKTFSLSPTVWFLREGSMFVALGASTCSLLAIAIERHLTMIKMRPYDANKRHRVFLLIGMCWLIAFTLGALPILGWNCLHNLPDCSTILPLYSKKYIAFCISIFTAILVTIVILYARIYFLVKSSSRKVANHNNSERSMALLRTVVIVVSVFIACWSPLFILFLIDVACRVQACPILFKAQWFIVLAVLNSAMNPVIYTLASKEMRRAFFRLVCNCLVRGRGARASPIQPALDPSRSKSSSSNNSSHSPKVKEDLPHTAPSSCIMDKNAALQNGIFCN
PPARg SRC1 recr = agonists of human PPARgamma SRC-1 coactivator recruitment. PPARgamma-SRC-1 coactivator recruitment biochemical assay. activation, % at 8 µM. 0.41% of 200,000 active; in the data active means activation above about 19%;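 further: 0% = DMSO and 100% = reference agonist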
Active calls of the source: *; . = not tested or not shown.

smiles	Efa HMGR inh	PPARg SRC-2 ag	RAM network inh	PPARg SRC3 recr	L major viab	SRC2 TRFRET art	DTT redox prof	PPARg SRC1 recr	ROMK mod	bIAP inhibitor	S1P3 antagonist
CCN1C(=O)C(CC(=O)Nc2ccc(OC)cc2)N(Cc2cccnc2)C1=S (stereo not drawn)	-1	-5	0.7	5	-4	1475	-3.2	-1	.	1	.
O=C1C2C3C=CC(C3)C2C(=O)N1CC1CCCO1 (stereo not drawn)	-3	-4	0.2	12	-3	1534	1.0	-4	.	16	0
COc1cccc2cc(C(=O)N3CCN(C/C=C/c4ccccc4)CC3)c(=O)oc12	-7	0	0.5	5	21	1366	0.5	1	.	-7	-7
O=[N+]([O-])c1cc(-c2nc3nc4ccccc4nc3n2CCc2ccccc2)cc([N+](=O)[O-])c1	0	-1	4.7	3	61*	1440	1.0	-3	0.34	14	-6
COCCNC(=O)c1n[nH]c2ccccc12	-12	5	-0.4	-2	-9	1486	-0.1	2	1.1	-15	-9
O=S(=O)(NCC1CCCO1)c1ccc(S(=O)(=O)N(Cc2ccc(F)cc2)Cc2ccco2)cc1 (stereo not drawn)	-1	20	7.5	7	0	1646	-0.7	4	-0.22	1	11
COc1ccc(N2CCN(/C(=N\S(=O)(=O)c3ccccc3)Nc3nc(C)cc(C)n3)CC2)cc1	1	16	3.0	4	-10	1621	-0.4	9	.	4	-28
CC1(C)Cc2nc3nc(SCC(=O)NCCc4ccccc4)n(-c4ccccc4)c(=O)c3cc2CO1	-12	1	3.2	1	5	1419	2.1	0	.	-2	.
O=C(N/N=C/c1ccccc1Br)C1CC1	-6	10	1.1	3	-6	1531	-4.2	0	0.29	2	-12
O=S(=O)(c1ccccc1)c1ccc(NCc2ccco2)cc1	0	-4	2.4	-4	-5	1438	0.0	2	.	.	-25
Cc1nn(Cc2ccc(F)cc2)c2sc(C(=O)Nc3ccc(N4CCOCC4)cc3N3CCOCC3)cc12	-5	4	-0.7	3	17	1541	-0.5	12	-0.33	-2	-13
Cc1nn(-c2ncc(C(F)(F)F)cc2Cl)c(=O)n1-c1ccccc1Cl	2	8	0.5	1	14	1447	0.0	-1	-0.39	0	.
Cn1c(=O)c2c(SCc3cccc(C(F)(F)F)c3)nc(-c3ccco3)nc2n(C)c1=O	-2	1	3.0	-9	6	1649	-0.2	3	.	6	12
O=C(Nc1ccccn1)NC12CC3CC(CC(C3)C1)C2	-4	9	0.8	-8	0	1703	-2.7	8	.	9	-24
CCOC(=O)c1c(C)nc2c(c1-c1cc(OC)c(OC)c(OC)c1)C(=O)c1ccccc1-2	-2	0	-0.5	-7	-3	1264	0.1	4	-0.57	4	.
O=C(NCc1cc(C(F)(F)F)cc(C(F)(F)F)c1)C1CC(c2c(Cl)cccc2Cl)=NO1 (stereo not drawn)	-3	-5	0.5	-3	11	1345	-3.5	-1	.	14	.
CN1CCN(C(=O)c2ccc(CN3CCOCC3)cc2)CC1	-2	7	1.2	4	-5	1495	-0.1	7	.	-9	.
CC(C)C(=O)NC(NC(=S)Nc1cccc2cccnc12)C(Cl)(Cl)Cl (stereo not drawn)	.	2	1.6	2	5	1580	3.3	-3	.	2	.
COc1ccc(Cc2nnc(Nc3ccc(C)cc3C)[nH]c2=O)cc1	-3	3	5.3	9	-1	1604	0.0	-3	.	0	.
O=C(N/N=C1\CCSc2ccc(F)cc21)c1cccnc1	4	-3	1.6	-4	10	1432	-0.2	1	0.87	1	1
CCOc1ccc(-n2c(Cc3cc(=O)[nH]c(=O)[nH]3)nnc2SCC)cc1	3	-2	4.0	5	-8	1588	0.2	1	.	1	-77
COc1ccc(NC(=O)Nc2ccc(F)cc2F)cc1	-1	1	1.5	1	-3	1423	-0.4	-7	-1.4	-2	14
COc1ccccc1Oc1ccc(N/C=C2/CCCC2=O)cc1	-6	2	1.3	1	4	1582	0.2	5	.	20	13
CCCCN(CCCC)S(=O)(=O)c1ccc(OC)c2ncccc12	-3	8	0.0	3	75*	1497	-1.0	2	-2	2	-14
N#CC1=C(Nc2ccccc2)SC=C(c2ccc(Cl)c(Cl)c2)N=C1N1CCOCC1	0	9	-0.9	12	100*	1651	1.1	5	.	-6	.
Cc1cc2c(n1-c1ccc(Br)cc1)CC(C)(C)CC2=O	-2	9	1.2	5	41	1464	0.0	-1	-0.51	0	.
O=C1CC(c2ccccc2)n2nc(NC(=O)c3ccccn3)nc2N1 (stereo not drawn)	4	12	0.0	2	-2	1432	-0.5	3	0.92	-68	-8
CCCCC1(C(=O)OCC)CC(CSC(=N)N)OC1=O (stereo not drawn)	-1	3	-0.7	-2	15	1638	-0.1	0	-0.84	19	11
Cc1ccc(CN(C)CC(=O)Nc2ccc3c(c2)CCC3)cc1	14*	1	0.2	-2	4	1744	-1.3	-1	-1.1	-5	-28
Nc1ccc2c3c(cccc13)C(=O)N(c1ccccc1)C2=O	-1	12	1.5	11	5	1737	-0.3	6	.	20	3
Cc1nc(N)nc(Cl)c1Cc1ccc(Cl)cc1	-3	2	3.1	8	1	1554	-0.9	8	0.0035	-8	-15
COc1cc(SC)ccc1C(=O)N1CCN(c2ccccc2)CC1	-2	12	0.6	5	4	1770	0.4	5	.	5	-5
N=c1n(-c2ccccc2)c(O)cc(=O)n1-c1ccccc1	5	1	1.4	8	-4	1774	0.1	0	.	2	.
CC(C(=O)N1CCCC1)c1ccc([N+](=O)[O-])cc1 (stereo not drawn)	5	0	0.9	-1	10	1667	-0.7	-2	-0.13	1	4
COc1ccc(S(=O)(=O)Nc2ccccc2OC)cc1NC(=O)Cc1cccs1	1	4	2.5	-1	100*	1603	-0.2	1	-0.021	8	-9
CC(=O)Nc1ccc(NC(=O)COC(=O)c2ccccn2)cc1	-2	-1	2.2	1	-4	1640	-0.7	-2	-0.39	4	-18
O=C(CSc1nnc(-c2cccc(S(=O)(=O)N3CCCCC3)c2)o1)c1ccc[nH]1	-6	1	1.3	1	16	1541	0.1	6	.	-1	-21
CCOc1ccccc1Nc1ncccc1C(=O)N1CCCC1	-4	8	0.1	11	6	1538	-0.8	3	-0.29	3	-9
Cc1c(NC(=O)C2(c3ccccc3)CCOCC2)c(=O)n(-c2ccccc2)n1C	0	21	1.3	-20	-8	1663	0.0	5	0.99	-10	-14
Nc1ccccc1NC(=O)c1ccccc1N	-7	-6	-0.4	-4	1	1549	0.1	1	0.22	9	-10
O=C(O)CSc1nnc(CNc2cccc(C(F)(F)F)c2)n1Cc1ccco1	-7	-3	-0.9	7	-4	1498	-1.4	10	.	5	-16
C=CCNCCOc1ccccc1-c1ccccc1	-3	8	0.7	3	18	1685	-0.8	13	-1.1	-2	13
COc1ccccc1/C=N/NC(=O)c1ccccc1Cl	-1	-2	1.5	3	0	1376	-1.4	-4	0.089	17	-2
Cc1ccc2nc(Nc3ccccc3O)nc(-c3ccccc3)c2c1	-5	1	4.8	-3	-4	1435	-2.6	-3	0.25	-4	.
CCOc1cc(CNc2ccc(OC)cc2)cc(Br)c1OCC(=O)NC(C)(C)C	-3	-5	1.8	4	100*	1534	-3.3	1	.	-5	.
CCOC(=O)C1=C(O)C(=O)N(Cc2cccnc2)C1c1ccc(OC)cc1 (stereo not drawn)	4	-1	1.4	-4	-4	1654	-0.4	-2	.	4	0
CC(C)CN(C(=O)CN1CCOCC1)c1c(N)n(CC(C)C)c(=O)[nH]c1=O	-4	5	3.5	4	-6	1578	-0.3	7	.	11	-3
Cn1c(N)c(C(=O)COC(=O)CN2C(=O)c3ccccc3C2=O)c(=O)n(C)c1=O	-6	7	-0.3	0	-1	1561	-0.1	16	.	10	-3
CSc1cccc(NC(=O)C(C)C)c1	0	-1	0.8	-3	8	1509	0.0	-5	-0.73	-15	-11
c1ccc(-c2noc(-c3cccc4ccccc34)n2)nc1	-2	-5	-0.9	-2	1	1562	0.9	-2	-1.8	5	-2
CCOc1ccc(N=C2NC(=O)S/C2=C\c2ccc(N(C)C)cc2)cc1	-2	3	4.0	10	3	1528	-1.0	12	.	19	.
Cc1ccc(C)c(OCC(=O)Nc2cc(C(=O)O)cc(C(=O)O)c2)c1	-5	-13	5.8	2	1	1492	0.4	7	1.2	-8	3
COC(=O)c1cc2c(ccn2-c2ccc(F)cc2)n1CC(=O)OC(C)C	-9	3	3.6	-1	-5	1493	3.1	3	-0.49	2	-12
COc1cccc(-c2cc(C(=O)N3CCCCC3C)no2)c1 (stereo not drawn)	2	0	0.3	-6	10	1293	3.7	-6	.	-2	35
Cc1[nH]c(=O)[nH]c(=O)c1S(=O)(=O)NCC12CC3CC(CC(C3)C1)C2	1	-1	2.9	7	-9	1511	-1.6	4	0.28	11	-23
COc1cccc(CNCc2ccc(SC)cc2)c1OC	-2	-1	0.7	2	7	1577	-3.9	4	-0.25	2	.
NS(=O)(=O)c1ccc(NC(=S)NC(=O)c2ccc(-c3ccccc3)cc2)cc1	-1	-3	1.4	4	3	1467	0.7	0	.	-16	-10
C=CCn1c(CNC(=O)c2ccccc2F)nnc1SCc1nc2ccccc2c(=O)[nH]1	-5	0	2.7	-1	-5	1588	-0.1	-3	-0.041	6	6
O=C(Nc1ccc2c(c1)CCC2)c1ccccc1F	2	6	-0.2	0	-6	1509	0.1	2	.	1	9
O=C(c1cnsn1)N1CCC(CO)(Cc2cccc(F)c2)CC1	4	-1	1.3	1	-4	1479	-0.8	6	.	1	-4

Next part.
smiles	Efa HMGR inh	PPARg SRC-2 ag	RAM network inh	PPARg SRC3 recr	L major viab	SRC2 TRFRET art	DTT redox prof	PPARg SRC1 recr	ROMK mod	bIAP inhibitor	S1P3 antagonist
Cc1sc2c(c1C)c(=O)n(-c1ccc(Cl)cc1)c(=O)n2Cc1cc(=O)n2ccccc2n1	-2	5	-1.1	0	3	1615	-0.3	-6	-0.24	2	0
CCc1ccc(-c2cc(C(=O)Nn3cnnc3)c3ccccc3n2)cc1	3	2	3.0	0	-4	1405	0.1	7	1.2	-10	.
COc1ccc(N(CC(=O)N2CCc3ccccc32)S(=O)(=O)c2c(C)n[nH]c2C)cc1	-1	1	0.9	-2	10	1605	-0.1	6	-2	-39	-32
CC1CN=C2C(C(=O)Nc3ccccc3)=C(O)CC(c3ccccc3)N21 (stereo not drawn)	-2	6	4.5	4	31	1675	-0.6	4	-1.8	-7	-1

3 entries out of the list, ordered by heavy-atom count, lowest first.
smiles	Efa HMGR inh	PPARg SRC-2 ag	RAM network inh	PPARg SRC3 recr	L major viab	SRC2 TRFRET art	DTT redox prof	PPARg SRC1 recr	ROMK mod	bIAP inhibitor	S1P3 antagonist
COCCNC(=O)c1n[nH]c2ccccc12	-12	5	-0.4	-2	-9	1486	-0.1	2	1.1	-15	-9
CCOc1cc(CNc2ccc(OC)cc2)cc(Br)c1OCC(=O)NC(C)(C)C	-3	-5	1.8	4	100*	1534	-3.3	1	.	-5	.
O=[N+]([O-])c1cc(-c2nc3nc4ccccc4nc3n2CCc2ccccc2)cc([N+](=O)[O-])c1	0	-1	4.7	3	61*	1440	1.0	-3	0.34	14	-6
